# BRCA1 expr act: increases BRCA1 expression | MCF7-BRCA1-FFLuc reporter, luminescence, 48 h; response scale: scaled: vehicle 0%, 10 µM genistein 100% | Potency, µM (titrated, usually from 46.1 µM), for the others: top-dose activation, actives largely listed as activators | 380,000 compounds, 1.1% hits | AID 624202; active = well fitted activation curve with a large enough effect; inconclusive = small, poorly fitted or top-dose-only effect; inactive = no such curve, though single readings can be large or run the other way; note: nearly all actives have a fitted effect of over 80% in size; some results filed as inactive show a strong effect at the top dose
#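 Reporter cells (MCF7, BRCA1 promoter-firefly luciferase) received library compounds across a concentration series for 48 h. End-point luminescence was measured and concentration-effect curves derived after normalization.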
# Numbers without * were called inactive; ? = inconclusive; & = joins results of further samples; [ ] = another dose, or the depositor's remark. Potency is the fitted concentration of half-maximal effect. Some of the compounds tested, so the mix of outcomes need not match the whole.
SMILES,BRCA1 expr act
CC(NC(=O)COC(=O)c1ccc2c(=O)n3c(nc2c1)CCCCC3)c1ccc(F)cc1 (stereo unspecified),-1%
O=C1OC(CCl)CN1Cc1ccc([N+](=O)[O-])cc1 (stereo unspecified),-12%
O=C(COc1ccccc1)Nc1nc2cc3c(cc2s1)OCO3,50%
O=C(NN=CC=Cc1ccccc1)C(O)C(O)C(=O)NN=CC=Cc1ccccc1 (stereo unspecified),-3%
CC1CN(Cc2ccco2)C(=S)N(c2ccccc2)C1=O (stereo unspecified),3%
N#Cc1ccc(OCC(=O)Nc2cc(S(=O)(=O)N3CCOCC3)ccc2N2CCCC2)cc1,-1%
CCN1C(=O)N[C@@H](c2cccc(F)c2)C(C(C)=O)=C1C,9%
COc1ccc(CCCNC(=O)C2Cc3c(-c4ccc(NC(C)=O)cc4)ccnc3O2)cc1 (stereo unspecified),-42%
O=C1c2ccccc2C(c2nnnn2Cc2ccccc2)N1Cc1ccco1 (stereo unspecified),-1%
O=C1c2ccccc2C(c2nnnn2-c2ccc3c(c2)OCCO3)N1CCCn1ccnc1 (stereo unspecified),10%

# Five compounds already listed, ordered by count of non-hydrogen atoms, low to high:
SMILES,BRCA1 expr act
O=C1OC(CCl)CN1Cc1ccc([N+](=O)[O-])cc1 (stereo unspecified),-12%
CCN1C(=O)N[C@@H](c2cccc(F)c2)C(C(C)=O)=C1C,9%
CC1CN(Cc2ccco2)C(=S)N(c2ccccc2)C1=O (stereo unspecified),3%
O=C(COc1ccccc1)Nc1nc2cc3c(cc2s1)OCO3,50%
O=C1c2ccccc2C(c2nnnn2-c2ccc3c(c2)OCCO3)N1CCCn1ccnc1 (stereo unspecified),10%

# Returning to the listing, repeating the 7 entries before the break.
SMILES,BRCA1 expr act
O=C(NN=CC=Cc1ccccc1)C(O)C(O)C(=O)NN=CC=Cc1ccccc1 (stereo unspecified),-3%
CC1CN(Cc2ccco2)C(=S)N(c2ccccc2)C1=O (stereo unspecified),3%
N#Cc1ccc(OCC(=O)Nc2cc(S(=O)(=O)N3CCOCC3)ccc2N2CCCC2)cc1,-1%
CCN1C(=O)N[C@@H](c2cccc(F)c2)C(C(C)=O)=C1C,9%
COc1ccc(CCCNC(=O)C2Cc3c(-c4ccc(NC(C)=O)cc4)ccnc3O2)cc1 (stereo unspecified),-42%
O=C1c2ccccc2C(c2nnnn2Cc2ccccc2)N1Cc1ccco1 (stereo unspecified),-1%
O=C1c2ccccc2C(c2nnnn2-c2ccc3c(c2)OCCO3)N1CCCn1ccnc1 (stereo unspecified),10%
CCOC(=O)C(=O)Cc1nc(OCc2ccccc2)cc(OCc2ccccc2)n1,-27%
CCN1C[C@@H]2[C@@H]3C(=O)N(C)C(=O)[C@@H]3[C@](CC)(C1=O)N2C(=O)c1ccc(F)cc1,1%
C#CCN(C[C@@H]1[C@@H](OC(=O)NCC2CCCCC2)[C@@H](OC(=O)NCC2CCCCC2)Cn2c(=O)ccc(=O)n21)S(=O)(=O)c1ccc(C)cc1,-84%
Oc1c(CN2CCOCC2)ccc(CN2CCOCC2)c1O,-28%
CC(C)(C)OC(=O)N1CCC(C(=O)Nc2cccc(C(=O)NCc3ccccc3)c2)CC1,-24%
O=C(NCCC(F)(F)F)C1Cc2c(-c3cccc(F)c3)ccnc2O1 (stereo unspecified),5%
COc1cc(-c2cnc3c(NC(C)=O)cc(-c4ccccc4CN(C)C)cn23)cc(OC)c1OC,-18%
COc1ccc(C2Nc3ccccc3C(=O)N2Cc2ccccc2)cc1COc1ccccc1F (stereo unspecified),0%
CCc1nc2c(OCCC3CCCCC3)cccn2c1N(C)C(=O)c1ccco1,-37%
CCOc1ccc(CCN2C(=S)N([C@@H](CC(C)C)CN3CCC[C@@H]3CN3C(=S)NC[C@@H]3CC(C)C)C[C@@H]2CC(C)C)cc1,-8%
O=c1c2ccccc2sn1-c1ccc(S(=O)(=O)N2CCCCC2)cc1,-1%&6%&3%
c1ccc(-c2c[nH]c(-c3ccccc3)c2)cc1,41%
Cc1cccc(-c2ccc3c(c2)C2CC3CCN2)c1 (stereo unspecified),-22%
CC(C)(C)c1ccc(CC(=O)N2CCC2(C)C(=O)NCc2cccs2)cc1 (stereo unspecified),4%
CC1(C(=O)NS(=O)(=O)c2ccc3c(c2)CCO3)CCN1C(=O)C1(c2ccc(Cl)cc2)CC1 (stereo unspecified),19%
CC1(C)CC(=O)C(=Cc2cn(-c3ccccc3)nc2-c2ccccc2)C(=O)C1,6%
COc1ccc(-c2nc3c4ccccc4ccn3c2CC2CCCCC2)cc1OC,21%
Nc1nc2c(ncn2[C@@H]2O[C@H](CNC(=O)[C@H](N)Cc3ccccc3)[C@@H](O)[C@H]2O)c(=O)[nH]1,14%
Cc1cc2c(cc1C)NC(=O)C(C)CN2 (stereo unspecified),0%
CC(C)C[C@@H](CN1CCCC1CN1C(=S)NC[C@@H]1Cc1ccccc1)N1C[C@H](Cc2ccc(O)cc2)N(CCc2ccccc2)C1=S (stereo partly specified),-46%

# Structural class, the compounds so far containing a Cl atom.
SMILES,BRCA1 expr act
O=C1OC(CCl)CN1Cc1ccc([N+](=O)[O-])cc1 (stereo unspecified),-12%
CC1(C(=O)NS(=O)(=O)c2ccc3c(c2)CCO3)CCN1C(=O)C1(c2ccc(Cl)cc2)CC1 (stereo unspecified),19%

# (more compounds)
SMILES,BRCA1 expr act
C=C1CCN([C@@H](CC(C)C)C(=O)NCCCc2ccccc2)S(=O)(=O)c2ccccc21,-30%
CC(C)COC(=O)N(C)C[C@H]1OCc2cnnn2CCCC(=O)N([C@@H](C)CO)C[C@H]1C,-19%
CCCCOCCOC(=O)C1OC1(C)c1ccccc1 (stereo unspecified),4%
CN(C)c1ccc(/C=C/c2ccc3cc(F)ccc3n2)cc1,59%
CCCNC(=O)c1cc(C2CCCCN2C(=O)c2ccc(NC(C)=O)cc2)on1 (stereo unspecified),3%
CCCCN1C(=O)C(CC(=O)NCCCN(C)C)CC(C(=O)N(C)C)=C1C (stereo unspecified),12%
Nc1ccc(-c2cc(NC=O)c3ncc(-c4cccc(C(F)(F)F)c4)n3c2)cn1,-49%
NC(=O)c1ccc(NC(=O)COC(=O)c2ccc(Br)c(S(=O)(=O)N3CCOCC3)c2)cc1,10%
Cc1cn(CC(C)C)c(=O)n(-c2ccccc2)c1=O,-7%
COc1ccc(-c2nc3c4ccccc4ccn3c2Cc2cccc(Cl)c2)cc1OC,-43%
CCCCC1Cc2[nH]c(=S)[nH]c(=O)c2C(c2cccc3ccccc23)O1 (stereo unspecified),1%
CN1CCN(c2ncnc3c2ncn3[C@H]2CN(Cc3ccncc3)C[C@@H](CO)O2)CC1,9%
O=C(Cc1c(F)cccc1Cl)NC1CCN(Cc2ccccc2)CC1,-7%
COc1ccc(NC(=O)c2cc(-c3ccc(F)cc3OC(C)C)n[nH]2)cn1,0%
Cc1nc(C(=O)O)sc1C1(C)CC(c2cccc([N+](=O)[O-])c2)=NO1 (stereo unspecified),0%
Cc1cccc(N2CCN(C(=O)C3CCCN(S(=O)(=O)c4c(C)noc4C)C3)CC2)c1C (stereo unspecified),-29%
COc1cc(C2c3cc4c(cc3OC(N3CCCC3)C2C)OCO4)cc(OC)c1O (stereo unspecified),-73%
O=C(NCC1CC1)c1cc2c(c(-c3cccc(-c4ccccc4F)c3)n1)[C@@H](CCO)N(C(=O)CC1CC1)C2,-32%
COC(=O)C1(C(=O)OC)C(C(=O)c2ccccc2)C1c1ccccc1 (stereo unspecified),0%
COc1ccccc1C(NC(=O)C1CCN(CCOc2ccc3ccccc3c2)CC1)c1ccccn1 (stereo unspecified),-64%
Cc1cc2ccccc2c[n+]1C,-1%
COc1ccc(NC(=O)COC(=O)C2COc3ccccc3O2)cc1OC (stereo unspecified),-14%
CN1CCC[C@H]1CCNc1ccc2c(=O)c3ccccc3n(C)c2c1,?
COc1ccccc1NC(=O)C(C)OC(=O)C1CCN(S(=O)(=O)c2ccccc2C(F)(F)F)CC1 (stereo unspecified),9%
CNc1cncc(-c2ccccc2NC(C)=O)n1,5%
CC(=O)N1CCc2cc(S(=O)(=O)NC(C(=O)N3CCN(c4ccccc4F)CC3)C(C)C)ccc21 (stereo unspecified),-30%
CCC/C=C/c1ccc(CN2C(C(C)C)C(=O)N(Cc3cn(CCC4OCCO4)nn3)CCS2(=O)=O)cc1 (stereo unspecified),-64%
CC1(C(=O)NS(=O)(=O)c2ccc(Cl)s2)CCN1C(=O)C1CCCCC1 (stereo unspecified),9%
O=C(NCc1ccc2c(c1)OCO2)c1ccc2c(c1)S(=O)(=O)c1ccccc1C2=O,-17%
Cc1cccc(NS(=O)(=O)c2cccc(C(=O)NCC3(N4CCOCC4)CCCCC3)c2)c1,-13%
CCOC(=O)c1ccc(NC(=O)c2nc[nH]c2C(=O)NC[C@@H](C)O)cc1,13%
CCCCc1ccc(NC(=O)COC(=O)c2ccc3ncsc3c2)cc1,27%
COc1ccc(OCCN2CCC(C(=O)NC(c3ccccc3)c3ccc4ccccc4n3)CC2)cc1 (stereo unspecified),-65%
COc1ccc(N2C(=O)c3ccccc3NC2c2ccc(OC)c(COc3ccc(NC(C)=O)cc3)c2)cc1 (stereo unspecified),77%
O=C(c1ccc2c(c1)CCC2)N1CCN(Cc2c(F)cccc2Cl)CC1,-16%
COc1cc(-c2nnc3sc(-c4ccncc4)nn23)cc(OC)c1OC,-25%
COc1ccc(C(=O)COC(=O)CCn2c(C)csc2=O)c(OC)c1,13%
COc1ccc(/C=C(\NC(=O)c2ccc(Cl)cc2)C(=O)NCc2cccnc2)cc1OC,-11%
Cc1ccc(CC2(C)C(=O)Nc3c(Cl)ccc(Cl)c32)cc1 (stereo unspecified),0%
CSc1ccc(CNC(=O)C2CCC(=O)N(CC3CCCCC3)C2)cc1 (stereo unspecified),-7%
CCCCCCN1C[C@H](O)[C@@H](n2cc(C3CC3)nn2)C[C@@H]1c1ccc(C)cc1,10%
O=S(=O)(c1ccc(C(F)(F)F)cc1)N1CCN(c2nc(-c3cccs3)nc3ccccc23)CC1,0%
Cc1nc2[nH]c(=O)n(O)c(=O)c2s1,1%
O=C(C=Cc1cccc(Cl)c1)c1ccccc1,-61%
CCCn1nc(C(=O)Nc2cc(OCC)c(N3CCOCC3)cc2OCC)c2ccccc2c1=O,-1%
Cc1ccc(CN(C)C(=O)c2cccc(S(=O)(=O)N3CCN(c4ccccc4)CC3)c2)cc1,-62%
Nc1[nH]c(C(=O)c2ccccc2)c(-c2ccc(Cl)cc2Cl)c1C(=O)c1ccc(Br)cc1,1%
Brc1cccc[n+]1CCC[n+]1ccccc1Br,-5%
O=C(O)c1ccccc1-c1ccccc1C(=O)Nc1ccc2oc(=O)c3ccccc3c2c1,9%
C(=NOCCc1ccccc1)c1ccncc1,?

# (next part)
SMILES,BRCA1 expr act
CN(c1ccccc1)S(=O)(=O)c1ccc(C(=O)Nc2cccc(S(=O)(=O)N3CCOCC3)c2)cc1,-49%
COc1ccc(-c2cn3c(C)c(C(=O)NCc4ccc5c(c4)OCO5)sc3n2)cc1,1%
COc1ccc(NS(=O)(=O)c2cc(N=Nc3c(O)[nH]c(=O)[nH]c3=O)ccc2OC)cc1Br,-29%
CC(C)NC(=O)N(C)C[C@H]1Oc2cc(C#Cc3ccc(F)cc3)ccc2S(=O)(=O)N([C@H](C)CO)C[C@H]1C,-36%
COc1ccccc1C=NN1CCCCCC1,-25%
CCCn1c(C)cc(C(=O)COC(=O)c2cc(=O)[nH]c3ccccc23)c1C,?
CN(C)Cc1cn(CCC(=O)O)c2ccccc12,10%
COc1cc(C)c2c(c1OC)C(=O)CC2,-10%
CCCCC(=O)N1C(C)CCC1C (stereo unspecified),6%
O=C1NC(=S)S/C1=C\c1cc(Cl)ccc1Cl,-53%
Cn1c(N2CCOCC2)nc2c1c(=O)n(Cc1ccc(Cl)cc1)c(=O)n2C,9%
CN1CCCCCC1=Nc1ccc([N+](=O)[O-])cc1,0%
CC1(CSc2ccccc2)CC(=O)N1 (stereo unspecified),-2%
COc1ccc(NC(C)=O)cc1NC(=O)c1c(C)noc1C,2%
COc1ccc(N2CCN(CCCn3cnc4c(OC)ncnc43)CC2)cc1,2%
CNC(=O)OCc1nc(SSC(C)(C)C)n(C)c1COC(=O)NC,-94%[inhibitor]
CN1C(=O)C(=O)N(c2cccc(C(F)(F)F)c2)C1=O,33%
O=C(COC(=O)c1c[nH]c2ccccc12)NCc1ccccc1,6%
Cc1cc2c(cc1C)NC(=O)CC(c1ccccc1)=N2,3.2µM*
COc1cc(C(=O)NCC(c2cccs2)N2CCOCC2)ccc1OCc1ccccc1 (stereo unspecified),-29%
CN(C)c1ccc(/C=C/c2cc(=O)[nH]c3ccccc23)cc1,14%
CCCCC[C@@H](C)N1C[C@@H](COCc2ccccc2)Oc2cc(N3CC[C@H](N(C)C)C3)ccc2S1(=O)=O,-55%
CC(=O)Nc1ccc(CN(C)c2c(C)nc3ccc(C(=O)N(C)Cc4ccccc4)cn23)cc1,1%
CCCNC(=O)C1(C)CCCN(Cc2csc(-c3ccccc3)n2)C1 (stereo unspecified),-8%
CCC/C=C/c1ccc(CN2C(C)C(=O)N(Cc3cn(Cc4ccco4)nn3)CCS2(=O)=O)cc1 (stereo unspecified),0%
CCNC(=O)C1(C)CCN(C(=O)c2cccc(OC(C)=O)c2C)C1 (stereo unspecified),2%
Cc1ccc(S(=O)(=O)N2C[C@H]3[C@H]4C(=O)N(c5ccccc5)C(=O)[C@H]4C[C@H](OC(=O)NC4CCCC4)[C@@]3(O)C2)cc1,3%
O=C1c2ccccc2C(c2nc3ccccc3[nH]2)N1c1ccccn1 (stereo unspecified),16%
O=C(Nc1c(-c2ccccc2)[nH][nH]c1=O)c1cccc(C(F)(F)F)c1,3%
CC(=O)c1ccc(Nc2nc(C(N)Cc3ccc(N)cc3)cs2)cc1 (stereo unspecified),0%
